GLS inh: blocks human kidney-isoform glutaminase activity; O94925; GLS enzymatic activity, qHTS titration; Potency, µM (doses to about 45.5 µM), inactives show top-dose activity change, negative = inhibition, usual class: inhibitors; actives 0.21% (n = 410,000); also: potency is read from the fitted curve at half-maximal effect; % is scaled to controls: 0 for no effect and ±100 for the full control effect
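Coupled fluorescence readout: glutamate oxidase/HRP/Amplex Red detect glutamate formed by hKGA from L-glutamine (1 mM solution added). Buffer 45 mM KH2PO4 pH 8.2, 0.02% Tween-20; reads at t0 and 30 min RT.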
HP1b binding inh: blocks HP1-beta chromodomain binding to methylated histone tails | P83916 | Potency, µM (top dose mostly 114 µM), inactives show at the top dose activity change, negative = inhibition, most hits filed as inhibitors | AID 540317 | actives 0.56% (n = 390,000) | AlphaScreen HP1-beta / biotin-H3K9me3 peptide binding; also: potency is read from the fitted curve at half-maximal effect; nearly all actives have a fitted effect of over 70% in size; inactives centre near 23
Target sequence (P83916 whole entry, looked up): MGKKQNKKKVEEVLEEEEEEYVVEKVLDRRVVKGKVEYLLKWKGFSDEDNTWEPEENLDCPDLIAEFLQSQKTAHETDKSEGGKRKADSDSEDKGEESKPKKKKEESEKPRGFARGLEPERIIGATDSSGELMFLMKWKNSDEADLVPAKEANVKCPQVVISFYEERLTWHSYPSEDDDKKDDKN
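AlphaScreen: HP1-beta (50 nM) preformed 30 min with biotin-H3(1-18)K9me3 peptide (50 nM) in PBS pH 7.4, 0.01% Tween-20. Compound added for 30 min at RT, then streptavidin donor/nickel chelate acceptor beads (10 ug/mL) for 30 min.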
ERG Ets-DNA blk: blocks human ERG Ets domain binding to DNA; actives 0.028% (n = 370,000); Potency, µM (series often up to 76.9 µM), for inactives: at the top dose FP activity, negative = inhibition, hits mostly inhibitors; AID 624246; fluorescence polarization, His-ERG Ets domain / labelled DNA; active = well fitted inhibition curve with a large enough effect in the polarisation, with a control signal flat; inconclusive = small, poorly fitted or top-dose-only effect, or effect the other way, or a change in a side signal; inactive = no such curve, though single readings can be large or run the other way; the % refers to the polarisation;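 also: polarization taken with two DNA probes labelled with fluorescein and Texas red; potency is read from the fitted curve at half-maximal effect; % of control where 0% means no effect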
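His-tagged ERG Ets domain (1 uM in the protein solution; 300mM KCl, 50mM Tris-HCl, 1mM EDTA, 1mM DTT, pH 7.5) received compound, then a probe mix of 5 nM fluorescein-DNA and 100nM Texas-615-DNA. Fluorescence polarization was read for both dyes.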
JMJD2A Tudor inh: JMJD2A Tudor domain (human) inhibition | O75164 | AlphaScreen JMJD2A-Tudor / H3K4me3 peptide binding | Potency, µM (highest dose often 114 µM), for inactives: at the highest dose activity change, negative = inhibition, actives largely listed as inhibitors | actives 4.4% (n = 390,000) | AID 504339; also: potency is read from the fitted curve at half-maximal effect; % is scaled to controls: 0 for no effect and ±100 for the full control effect; nearly all actives have a fitted effect of over 50% in size
BAZ2B block: blocks human BAZ2B; Q9UIF8; AlphaScreen BAZ2B-H3K14Ac peptide displacement; Potency, µM (series often up to 114 µM), for inactives: at the highest dose activity change, negative = inhibition, usual class: inhibitors; actives 4.4% (n = 360,000); also: potency is read from the fitted curve at half-maximal effect; % is scaled to controls: 0 for no effect and ±100 for the full control effect; nearly all actives have a fitted effect of over 60% in size
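Protein-peptide AlphaScreen: BAZ2B 50 nM, b-H3K14Ac 50 nM, 1x PBS pH 7.4 + 0.01% Tween-20. Preincubation 30 min RT; cpd 30 min RT (top 110 uM); beads 20 min RT, light-protected.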
PI4K2A block: PI4K2A (human) kinase inhibition; Q9BTU6; purified PI4K2A, ADP-Glo luminescence, 1 h; hits give low values; activity change, negative = inhibition, % at 76.9 µM; actives 0.13% (n = 420,000); in the data active = activity change below about -50%; inconclusive = mostly about -30% to -49%;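 also: -100% = wells without enzyme as full effect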
Target sequence (Q9BTU6 whole entry, looked up): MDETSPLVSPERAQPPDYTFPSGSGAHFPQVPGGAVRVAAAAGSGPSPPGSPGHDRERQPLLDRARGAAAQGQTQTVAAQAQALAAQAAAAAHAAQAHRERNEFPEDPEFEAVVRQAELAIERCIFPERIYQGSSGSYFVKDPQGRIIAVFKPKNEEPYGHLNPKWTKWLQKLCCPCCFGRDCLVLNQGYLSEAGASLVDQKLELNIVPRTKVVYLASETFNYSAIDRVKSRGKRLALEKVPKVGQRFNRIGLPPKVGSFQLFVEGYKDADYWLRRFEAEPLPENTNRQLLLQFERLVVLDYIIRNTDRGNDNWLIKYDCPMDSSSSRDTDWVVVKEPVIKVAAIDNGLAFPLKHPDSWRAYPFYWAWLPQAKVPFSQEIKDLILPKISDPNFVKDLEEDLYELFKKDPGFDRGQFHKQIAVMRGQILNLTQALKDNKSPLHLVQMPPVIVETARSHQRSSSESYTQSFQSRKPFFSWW
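ADP-Glo luminescence measured ADP generated by PI4K2A enzyme (4 ug/mL before mixing) with 1.2 mM PI substrate (pre-mix) and 300 microM ATP (pre-mix). Tris pH7.5 buffer with MgCl2, Triton X-100; 1 h reaction at ambient temperature.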
G9a block: inhibitors of human histone lysine methyltransferase G9a. G9a H3K9 monomethylation, AlphaScreen, 2 h. Potency, µM (highest dose often 102 µM), without a hit: top-dose activity, negative = inhibition, actives largely listed as inhibitors. actives 8.8% (n = 350,000). AID 504332; also: potency is read from the fitted curve at half-maximal effect; % is scaled to controls: 0 for no effect and ±100 for the full control effect; nearly all actives have a fitted effect of over 75% in size
Target sequence (Q96KQ7 913-1193 limits assumed): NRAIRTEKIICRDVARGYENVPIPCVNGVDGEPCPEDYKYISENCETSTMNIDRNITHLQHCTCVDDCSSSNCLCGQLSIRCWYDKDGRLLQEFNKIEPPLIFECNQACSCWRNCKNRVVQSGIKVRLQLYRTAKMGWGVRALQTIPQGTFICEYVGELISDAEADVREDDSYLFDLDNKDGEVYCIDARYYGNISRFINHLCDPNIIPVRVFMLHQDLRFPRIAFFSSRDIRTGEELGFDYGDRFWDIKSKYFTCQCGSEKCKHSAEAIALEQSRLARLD
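Methyltransferase reactions run at room temperature for 2 h (20 nM enzyme, 500 nM biotin-H3K9 peptide, 20 uM SAM) after a 15 min compound preincubation; product detected by AlphaScreen beads and anti-H3K9me1 antibody.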
RGS4 inhibitor: inhibitors of human regulator of G protein signaling 4; P49798; Transcreener GDP fluorescence polarization, RGS4-accelerated GTP hydrolysis; Potency, µM (top dose mostly 114 µM), for the others: at the highest dose activity change, negative = inhibition, most hits filed as inhibitors; actives 0.039% (n = 390,000); AID 504845; also: potency is read from the fitted curve at half-maximal effect; % is scaled to controls: 0 for no effect and ±100 for the full control effect; nearly all actives have a fitted effect of over 75% in size; some results filed as inactive show a strong effect at the top dose
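MLSMR compounds (23 nl, pin-transferred) preincubated 10 min at room temperature with a 500nM (2x) first reagent, then RGS4 at 900nM (2x) plus Transcreener GDP mix added; fluorescence polarization (620/688 nm) read before and after 90 min at 30 °C.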
ALOX12 inh: inhibitors of human 12S-lipoxygenase ALOX12; P18054; actives 1.1% (n = 580,000); purified 12hLO, xylenol orange hydroperoxide absorbance; AID 1671190; Potency, µM (doses to about 108 µM), for inactives: at the top dose activity change, negative = inhibition, actives largely listed as inhibitors; also: potency is read from the fitted curve at half-maximal effect; % is scaled to controls: 0 for no effect and ±100 for the full control effect
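Hydroperoxide product was detected by ferrous iron/xylenol orange as the 573 to 405 nm absorbance ratio. Arachidonic acid at 40 uM (final) was turned over for 30 min at room temperature by 150 nM human 12hLO, pH 7.0 Hepes buffer, after 15 min compound preincubation.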
Active calls of the source: *; u = inconclusive; x = no result given; & = joins results of further samples; [ ] = remark or other dose. Unless noted, calls follow the shape of the dose curve; as a rule, active = well fitted curve in the direction sought with a large enough effect; inconclusive = small, poorly fitted or top-dose-only effect, or another doubt; inactive = no such curve, though single readings can be large; an effect the other way counts as inactive or inconclusive. A portion of the library (hit frequency here may not be typical).

GLS inh	HP1b binding inh	ERG Ets-DNA blk	JMJD2A Tudor inh	BAZ2B block	PI4K2A block	G9a block	RGS4 inhibitor	ALOX12 inh	smiles
-2%	4%	7%	-21%	-36%	2	45µM*	-9%	-15%	O=C(c1cc([N+](=O)[O-])ccc1Cl)N1CCN(c2ccc(F)cc2)CC1
1%	25%	1%	-1%	3%	-1	-5%[59 µM]	5%	-23%	CCC(C(=O)Nc1c[nH]c(=O)[nH]c1=O)c1ccccc1 (stereo not drawn)
1%	16%	-3%	-19%	u	-4	16%	5%	-17%	O=C(Nc1cccnc1Cl)c1cc(-c2ccc(O)cc2)on1
1%	-8%	-3%	-7%	10%	0	u	5%	-13%	CCN(CC)C(=O)c1sc(NC(=O)c2ccncc2)c(C(=O)OC)c1C
3%	19%	-5%	-10%	-1%	-1	u	14%	-5%	CN(C)S(=O)(=O)c1cccc(NC(=O)c2cccc(NS(=O)(=O)c3ccccc3)c2)c1
20%	22%	-8%	1%	x	10	18%[59 µM]	19%	144%[activator]	CC1CCN(C(=O)COc2ccccc2F)CC1
8%	-3%	-1%	-32%	u	-3	x	0%	-9%	CN(Cc1ccccc1)c1ccc(C(CC(N)=O)NC(=O)c2ccccc2)cc1[N+](=O)[O-] (stereo not drawn)
-9%	0%	7%	-21%	-1%	0	1%[59 µM]	-8%	-25%	Cc1ccc(S(=O)(=O)c2nc(-c3ccco3)oc2SCC(=O)Nc2ccc(F)cc2)cc1
2%	30%	-9%	-19%	2%	-1	22%	-43%	57%[activator]	O=C(CC(=O)N/N=C\c1ccccc1[N+](=O)[O-])NCCc1ccccc1
1%	17%	10%	-17%	8%	2	4%	-13%	0%	COc1cc(-c2nnc(-c3ccncc3)o2)ccc1OCc1ccccc1
-1%	43%[activator]	7%	-7%	2%	5	x	32%	0%	O=C(Nc1cccc(Br)c1)c1ccc(CN2CCc3ccccc3C2)cc1
3%	-6%	1%	-33%	-35%	1	-35%	35%	3%	O=C(c1ccc(Cn2c(=O)[nH]c3ccccc3c2=O)cc1)N1CCN(c2ccc(Cl)cc2)CC1
-1%	24%	0%	-10%	-11%	1	10%	-7%	0%	O=C(c1cccc2ccccc12)N1CCCCC1
5%	5%	-1%	-14%	8%	-2	3%	10%	u	CC1CC(C)CN(S(=O)(=O)c2cc3c4c(c2)CCN4C(=O)CC3)C1 (stereo not drawn)
-6%	57%[activator]	1%	u	23%	2	-13%[59 µM]	-42%	-16%	COC(=O)c1ccccc1NC(=O)C1(c2cccs2)CCOCC1
-2%	-14%[57 µM]	12%	-15%	x	15	x	-26%	5%	O=C(/C=C/c1ccccc1O)c1ccccc1
1%	15%	-1%	-3%	-6%	3	1%	3%	3%	Cc1ccsc1C(=O)OCC(=O)N1CCN(C(=O)c2ccco2)CC1
-2%	31%	-10%	2%	6%	2	-20%	24%	u	COC(=O)C1OC2(OC1C(=O)OC)c1ccccc1-c1ccccc12 (stereo not drawn)
-2%	15%	5%	-9%	-1%	7	-2%	10%	-5%	CCN(C(=O)Cn1c(=O)n(Cc2ccccc2)c(=O)c2ccccc21)c1cccc(C)c1
8%	42%[activator]	-1%	-4%	4%	-11	x	-23%	-4%	COC(=O)N1C(=O)[C@](c2ccccc2)(C(C)C)N1C(=O)OC
0%	43%[activator]	2%	-1%	-14%	1	-2%	-11%	0%	O=S(=O)(NCc1ccccc1)c1ccc(S(=O)(=O)NCC2CCCO2)cc1 (stereo not drawn)
-7%	-6%	-7%	-31%	u	2	u	-9%	30%	COc1ccc(-c2csc(NC(=O)c3ccccc3S(C)(=O)=O)n2)cc1
6%	u	6%	-16%	u	-4	u	9%	30%	O=C1c2[nH]nc(-c3ccccc3O)c2C(c2ccccc2)N1Cc1ccco1 (stereo not drawn)
8%	13%	4%	-13%	-38%	-4	u	18%	14%	Oc1ccc(-n2cccc2/C=N/n2cnnc2)cc1
-6%	45%	1%	-9%	-22%	-3	8%	-16%	8%	Cc1cccc(NC(=O)c2ccc(S(=O)(=O)N3CCCCCC3)cc2)n1
3%	23%	4%	-13%	x	0	x	1%	-14%	O=C(Nc1cccc(S(=O)(=O)N2CCCC2)c1)c1cncc(Br)c1
3%	0%	-3%	-22%	0%	3	11%[59 µM]	14%	-17%	CC(=O)c1ccc(NC(=O)CCc2c(C)nc3ncnn3c2C)cc1
-1%	47%[activator]	3%	-4%	4%	u	4%	23%	0%	Cc1cc2ncc(-c3cccs3)nc2cc1C
-6%	45%[activator]	-4%	-7%	3%	1	u	-34%	-17%	CCOC(=O)c1c(NC(=O)COc2ccc(Br)cc2)sc2c1CCCC2
10%	38%[activator]	-1%	-11%	4%	2	x	19%	0%	O=C(O)C1C2C=CC(C2)C1C(=O)Nc1cccc(C(F)(F)F)c1 (stereo not drawn)
0%	49%	-5%	-20%	-27%	-5	-3%[2.33 µM]	8%	-4%	CSc1ccc(C2=CC(=O)C[C@H](c3ccc4c(c3)OCO4)C2)cc1
5%	15%	-4%	-10%	-1%	-5	10%	3%	0%	CC1(c2cccc(Br)c2)NC(=O)N(CC(=O)Nc2cccnc2Cl)C1=O (stereo not drawn)
-9%	57%[activator]	-3%	78%[activator]	27%	4	38%	-8%	0%	Cc1ccc(C(=O)N(CC(C)C)c2nc3ccccc3s2)o1
8%	21%	5%	-16%	25%	8	32%[0.501 µM]	-25%	-13%	COc1ccccc1C(=O)COC(=O)c1cc(S(=O)(=O)N2CCCCC2)ccc1N1CCOCC1
8%	-8%	-5%	-30%	-2%	-4	8.9µM*	-21%	u	CC(=O)CSc1nsc(SCC(C)=O)c1C#N
1%	31%	7%	3%	3%	3	12%[0.0925 µM]	-7%	6%	CCOC(=O)/C(C#N)=C\c1ccc(OCC(=O)Nc2ccc(C)cc2C)c(OC)c1
3%	-8%	-16%	-16%	-1%	-1	u	17%	u	CCN(CC)C(=O)Cn1c(=O)c2ccccc2n2c(=S)sc(-c3cccc(C)c3)c12
36%[activator]	7%	-1%	-17%	-8%	-1	-4%[59 µM]	33%	-22%	COCCn1c(=O)[nH]c2cc(C(=O)NCCN3CCN(c4cccc(Cl)c4)CC3)ccc2c1=O
6%	7%	1%	-23%	-6%	6	-7%[59 µM]	17%	-12%	Cc1cc(C)cc(NC(=O)CCS(=O)(=O)c2cccc3nsnc23)c1
38%[activator]	9%	4%	-19%	-28%	3	u	3%	17%	CCCNC(=S)N(Cc1cc2cc(C)ccc2n2nnnc12)CC(C)(C)CN(C)C
0%	-5%	-1%	-16%[57.1 µM]	7%	-10	17%[59 µM]	-19%[56.9 µM]	14%&-25%	Cc1cc(C)cc(OCC(=O)NC2=NCCS2)c1
5%	23%	-7%	-4%	10%	-2	4%[59 µM]	17%	-13%	Cc1ccc(-c2csc(-c3nc(-c4ccc(Br)s4)cs3)n2)cc1
8%	15%	-9%	-16%	x	0	x	-1%	-3%	C[C@H](CO)N1C[C@H](C)[C@@H](CN(C)C)Oc2c(NS(=O)(=O)c3cn(C)cn3)cccc2C1=O
7%	18%	-2%	-11%	x	1	x	-1%	u	CCCN(CC(=O)Nc1ccccc1C)C(=O)C1CCN(S(=O)(=O)c2ccc3c(c2)OCCO3)CC1
5%	0%	-1%	40µM*	-6%	-5	-18%[59 µM]	8%	u	CCNC(=O)c1nc[nH]c1C(=O)NCC
0%	25%	1%	-17%	-19%	-6	-35%[12.7 µM]	28%	-2%	O=C(O)C1CCCC[C@H]1C(=O)Nc1ncc([N+](=O)[O-])s1 (stereo partly drawn)
0%	25%	11%	-9%	-7%	2	u	-30%	3%	CCOc1ccccc1Nc1nnc(SC(C)C(=O)Nc2nc(-c3ccccc3)cs2)s1 (stereo not drawn)
-11%	19%	-8%	50µM*	u	5	-8%[59 µM]	7%	-3%	CCn1c(SCC(=O)Nc2cc(NC(C)=O)ccc2OC)nnc1-c1ccccn1
-8%	8%	-1%	-25%	-31%	0	-23%[59 µM]	-2%	-16%	Cc1cc(C)cc(-n2c(C)cc(C(=O)C(=O)Nc3ccccc3F)c2C)c1
3%	8%	-10%	79µM*	-34%	4	x	-13%	-10%	Cc1ccc(C(=O)N(C)c2nnc(-c3ccncc3)s2)cc1
11%	17%	-1%	-8%	-10%	-4	-41%[12.7 µM]	-18%	u	Clc1c(CSc2nc3ccccc3o2)nc2ccccn12
9%	56%[activator]	-5%	17%	5%	-3	-3%[59 µM]	-7%	-24%	O=C(Nc1cccc(Cl)c1N1CCCCC1)c1ccc2c(c1)OCCO2
25%	4%	x	-15%	-5%	-3	17%[12.7 µM]	-11%	23%	N#CC(C(=O)C1CCCCC1)c1nc2ccccc2[nH]1 (stereo not drawn)

Sorted by the number under BAZ2B block (smallest number first): 3 of the compounds above.
GLS inh	HP1b binding inh	ERG Ets-DNA blk	JMJD2A Tudor inh	BAZ2B block	PI4K2A block	G9a block	RGS4 inhibitor	ALOX12 inh	smiles
-8%	8%	-1%	-25%	-31%	0	-23%[59 µM]	-2%	-16%	Cc1cc(C)cc(-n2c(C)cc(C(=O)C(=O)Nc3ccccc3F)c2C)c1
11%	17%	-1%	-8%	-10%	-4	-41%[12.7 µM]	-18%	u	Clc1c(CSc2nc3ccccc3o2)nc2ccccn12
25%	4%	x	-15%	-5%	-3	17%[12.7 µM]	-11%	23%	N#CC(C(=O)C1CCCCC1)c1nc2ccccc2[nH]1 (stereo not drawn)
